# tuberculosis growth – growth inhibition of non-replicating M. tuberculosis (AID 488890). Mycobacterium tuberculosis non-replicating, growth inhibition; higher % means a stronger effect. one-dose inhibition, % at 25 µM; IC50 in µM for titrated hits. actives 0.39% (n = 320,000); in the data active means a potency from the dose series; inconclusive means inhibition mostly from about 82% at the one dose, without a potency; inactive means the rest, 99 in 100 with inhibition below about 76%;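 further: plate controls were DMSO cells for no effect and high antibiotic wells for full effect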
# influenza NS1A – NS1A inhibition, H1N1 influenza, cell based functional assay (AID 504329). inhibition, % at 12.5 µM; hits with a dose series show IC50 in µM. NS1A functional cell-based assay, percent inhibition; higher % means a stronger effect. actives 0.3% (n = 340,000); in the data active means a potency from the dose series; inconclusive means inhibition above about 27% without an active follow-up result; further: strong numbers were not always called active
# H37Rv inhibition – M. tuberculosis growth inhibition, HTS (AID 449762); M. tuberculosis H37Rv growth inhibition, 7H9 media; higher % means a stronger effect; one-dose inhibition, % at 25 µM; IC50 in µM for titrated hits; actives 0.59% (n = 330,000); in the data active means a potency from the dose series; inconclusive means inhibition above about 70% without an active follow-up result;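 further: bacterial growth assessed after seven days of incubation; strong numbers were not always called active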
# Salmonella PhoP GFP – PhoP regulon inhibitors, Salmonella typhi PhoP promoter GFP reporter, confirmatory (AID 1850); Salmonella Typhi PhoP-promoter GFP reporter, fluorescence, 4 h; higher % means a stronger effect; one-dose inhibition, % at 50 µM; IC50 in µM for titrated hits; actives 0.33% (n = 310,000); in the data active means a potency from the dose series; inconclusive means inhibition mostly from about 25% at the one dose, without a potency; inactive means the rest, 99 in 100 with inhibition below about 19%;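 further: 0% = induced wells with vehicle and 100% = uninduced wells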
# VEEV TC-83 Vero – inhibitors of VEEV TC-83 cytopathic effect, confirmation, Vero cells (AID 588727); Vero cells, VEEV TC-83 cytopathic effect inhibition; higher % means a stronger effect; inhibition, % at 20 µM, or IC50 in µM where a hit was titrated; actives 0.13% (n = 350,000); in the data active means a potency from the dose series; inconclusive means inhibition mostly from about 14% at the one dose, without a potency; inactive means the rest, 99 in 100 with inhibition below about 12%; further: strong numbers were not always called active
# VEEV TC-83 Vero 10K pilot screen – recorded beside VEEV TC-83 Vero, whose call it bears; inhibition, %; measured here: 10K pilot screen inhibition
# An asterisk follows results filed as active; i = inactive; u = inconclusive; x = not tested or not shown.
SMILES,tuberculosis growth,influenza NS1A,H37Rv inhibition,Salmonella PhoP GFP,VEEV TC-83 Vero,others
CCCOc1ccc(N2C(=O)C3C(C(C)C)NC4(C(=O)c5ccccc5C4=O)C3C2=O)cc1 (configuration not stated),11%,-14%,0%,24%,3.2%,
CCOC(=O)N1CCN(CC(O)COc2cc(C)ccc2C(C)C)CC1 (configuration not stated),-8%,0%,14%,7%,0.8%,
CCC1Nc2ncnc(N3CCN(c4ccccc4)CC3)c2N(Cc2ccc(Cl)cc2)C1=O (configuration not stated),23%,17%,49%,-6%,3.7%,
CCOc1ccccc1N1CCN(C(=O)NCc2ccc(C)cc2)CC1,-12%,0%,17%,-12%,2.8%,
O=C(CSc1nc2ccccc2c(=O)n1-c1ccccc1)N1CCC1,11%,5%,-10%,2%,0.5%,
COc1ccc(C(=O)NNC(=O)CCc2nc3ccccc3c(=O)[nH]2)cc1,-8%,5%,-2%,x,1.0%,
Cn1c(=O)[nH]c(=O)c2c1nc(SCCN1CCOCC1)n2CCCc1ccccc1,10%,2%,1%,5%,i,VEEV TC-83 Vero 10K pilot screen=0.4
CN(C(=O)COC(=O)C1CCN(S(=O)(=O)c2ccc3c(c2)OCCO3)CC1)C1CCCCC1,8%,-7%,-7%,6%,0.6%,
CCOC(=O)CSc1nc2ccccc2c(=O)n1C,13%,-3%,0%,7%,0.9%,
COc1cc(NC(=O)CNc2cccc(S(=O)(=O)N3CCOCC3)c2)cc(OC)c1,x,1%,x,x,8.7%,
COc1ccc(C2CC(c3ccccc3)=NN2C(=O)CSc2nccc(=O)[nH]2)cc1 (configuration not stated),22%,-3%,-3%,-7%,0.7%,
CCc1nnc(NC(=O)CN2C(=O)/C(=C/c3cc(OC)c(OC)c(OC)c3)SC2=S)s1,3%,-3%,3%,-4%,1.5%,
Cc1ccc(/C=N/NS(=O)(=O)c2ccc([N+](=O)[O-])cc2)o1,-4%,2%,0%,-5%,0.8%,
O=C(NCCc1ccccc1)C(=O)NN=C1CCCC1,1%,-5%,-4%,8%,8.5%,
N#Cc1ccccc1COC(=O)c1ccc2c(c1)OCO2,31%,-15%,13%,x,1.2%,
O=C1/C(=C\c2ccc(Cl)cc2)CCC1CNc1ccc(Cl)cc1 (configuration not stated),x,5%,x,x,i,
CCOc1ccc(NC(=O)C2CCN(S(=O)(=O)c3cccs3)CC2)cc1,14%,8%,2%,-16%,2.6%,
CCOC(=O)Cn1nc(C)n(-c2ccccc2)c1=O,10%,-3%,-9%,-3%,1.4%,
Cc1cc(C)nc(SCCS(=O)(=O)Cc2ccccc2)n1,-8%,-3%,-12%,4%,1.3%,
CCc1nnc(NC(=O)c2ccc(OC)cc2OC)s1,8%,2%,5%,-3%,0.4%,
O=C(NCc1cccs1)C1CCN(C(=O)NCc2ccccc2)CC1,10%,-4%,-3%,-13%,1.6%,
CCCCCCCC#Cc1ccccc1/C=N/S(=O)c1ccc(C)cc1 (configuration not stated),22%,x,-5%,-2%,x,
Nc1c(C(=O)NCc2ccccc2)c2nc3ccccc3nc2n1CCCN1CCOCC1,54%,-42%,u,-1%,3.3%,
COc1ccc(CNC(=O)c2sc(=S)n(-c3ccc(OC)cc3)c2N)cc1,11%,12%,4%,1%,0.7%,
O=C(COc1ccccc1Cl)Nc1ccc(CN2CCCCC2)cc1,7%,-1%,-2%,13%,0.6%,
O=C(NC1CC2CCC(C1)N2C(=O)NC1CCCCC1)NC12CC3CC(CC(C3)C1)C2 (configuration not stated),0%,-1%,0%,-4%,5.0%,
Brc1ccc(Nc2nc(-c3cccnc3)cs2)cc1,75%,1%,14%,-11%,2.0%,
COc1cccc(NC(=O)Cn2nnc(C(=O)NCc3ccc4c(c3)OCO4)c2N)c1,0%,3%,8%,12%,0.3%,
Nc1nc(NCC2CCCO2)nc(Nc2ccc(Cl)cc2)c1[N+](=O)[O-] (configuration not stated),-5%,-1%,0%,9%,0.7%,
O=C(COc1ccc(-c2nnco2)cc1)NC1CCCc2ccccc21 (configuration not stated),39%,4%,5%,-2%,5.1%,

# Eleven compounds already listed, ordered by length of the SMILES, low to high:
SMILES,tuberculosis growth,influenza NS1A,H37Rv inhibition,Salmonella PhoP GFP,VEEV TC-83 Vero,others
CCc1nnc(NC(=O)c2ccc(OC)cc2OC)s1,8%,2%,5%,-3%,0.4%,
Cc1cc(C)nc(SCCS(=O)(=O)Cc2ccccc2)n1,-8%,-3%,-12%,4%,1.3%,
O=C(COc1ccccc1Cl)Nc1ccc(CN2CCCCC2)cc1,7%,-1%,-2%,13%,0.6%,
O=C(NCc1cccs1)C1CCN(C(=O)NCc2ccccc2)CC1,10%,-4%,-3%,-13%,1.6%,
O=C(COc1ccc(-c2nnco2)cc1)NC1CCCc2ccccc21 (configuration not stated),39%,4%,5%,-2%,5.1%,
CCOc1ccc(NC(=O)C2CCN(S(=O)(=O)c3cccs3)CC2)cc1,14%,8%,2%,-16%,2.6%,
COc1ccc(CNC(=O)c2sc(=S)n(-c3ccc(OC)cc3)c2N)cc1,11%,12%,4%,1%,0.7%,
Nc1nc(NCC2CCCO2)nc(Nc2ccc(Cl)cc2)c1[N+](=O)[O-] (configuration not stated),-5%,-1%,0%,9%,0.7%,
Nc1c(C(=O)NCc2ccccc2)c2nc3ccccc3nc2n1CCCN1CCOCC1,54%,-42%,u,-1%,3.3%,
COc1cccc(NC(=O)Cn2nnc(C(=O)NCc3ccc4c(c3)OCO4)c2N)c1,0%,3%,8%,12%,0.3%,
O=C(NC1CC2CCC(C1)N2C(=O)NC1CCCCC1)NC12CC3CC(CC(C3)C1)C2 (configuration not stated),0%,-1%,0%,-4%,5.0%,

# Next results follow:
SMILES,tuberculosis growth,influenza NS1A,H37Rv inhibition,Salmonella PhoP GFP,VEEV TC-83 Vero,others
CC(=O)NC1=C(Nc2ccc(N(C)C)cc2)C(=O)c2ccccc2C1=O,56%,12%,4%,-3%,25µM*,
COc1ccccc1NC1=C(NC(C)=O)C(=O)c2ccccc2C1=O,x,10%,x,x,i,
Cc1ccc(S(=O)(=O)N(C)C)cc1NC(=O)COc1ccc(-c2nnco2)cc1,3%,-8%,4%,-1%,0.2%,
COc1ccccc1N1CCN(C(=O)CSc2ncnc3c2cnn3-c2ccc(C)c(C)c2)CC1,30%,x,10%,2%,x,
CCCCCCSC1=C(C#N)C(c2ccc(C)o2)CC(=O)N1 (configuration not stated),28%,-1%,4%,10%,0.1%,
CSc1ccccc1C(=O)NCC(c1ccco1)N(C)C (configuration not stated),-2%,-12%,-1%,5%,0.6%,
N=c1n(CCN2CCCC2)c2ccccc2n1CC(O)c1ccc(Cl)c(Cl)c1 (configuration not stated),65%,12%,22%,27%,0.2%,
CC(=O)N1C(=O)N(C)C2C1N(C(C)=O)C(=O)N2C (configuration not stated),-18%,5%,2%,10%,i,
O=C(COC(=O)c1ccccn1)Nc1cc(Cl)ccc1Cl,59%,11%,1%,-17%,0.7%,
CC(NC(=O)c1cccc(S(=O)(=O)N2CCc3ccccc32)c1)c1ccco1 (configuration not stated),33%,5%,-2%,x,2.2%,
COC(=O)CN1C(=S)N(c2ccccc2)C(=O)C1CC(=O)Nc1ccc(Cl)cc1 (configuration not stated),12%,-7%,-5%,3%,0.7%,
O=[N+]([O-])c1cc(CN2CCCCCC2)ccc1O,11%,0%,4%,-5%,0.6%,
Cn1c(SCC(=O)Nc2ccc(N3CCOCC3)cc2)nnc1-c1ccccc1,47%,7%,43%,-10%,i,
Cc1ccc(S(=O)(=O)Nc2cccc(C(=O)NCC(c3ccco3)N3CCCC3)c2)cc1F (configuration not stated),-7%,6%,-5%,0%,1.4%,
CCC(C)NC(=O)CN1C(=O)CSc2ccc(S(=O)(=O)N3CCCC3)cc21 (configuration not stated),-2%,7%,4%,-3%,i,
Cc1ccc2c(cnn2C(=O)CCC(=O)N2CCCCC2C)c1 (configuration not stated),-11%,6%,-8%,-12%,i,VEEV TC-83 Vero 10K pilot screen=0.3
Cc1nnnn1/C(=C\c1ccccc1)C(=O)OCC(=O)Nc1cccc(S(=O)(=O)N(C)C)c1,11%,-7%,6%,x,7.0%,
COC(=O)c1sc2cc(=O)n(-c3cccc(C(F)(F)F)c3)nc2c1O,28%,4%,28%,9%,3.8%,
O=C(Nc1ccccc1C(=O)Nc1ccc2c(c1)OCO2)c1ccco1,21%,-3%,-2%,6%,8.0%,
CSCCC(NC(=O)c1cccc(C)c1)C(=O)OCC(=O)Nc1c(C)nn(-c2ccccc2)c1C (configuration not stated),-8%,8%,-5%,-5%,1.6%,
COc1ccc(CN(C)C2CCCCC2)cc1,4%,-2%,3%,-13%,0.6%,
Cc1ccc(-c2nnc(NC(=O)Cc3ccc(F)cc3)o2)c(C)c1,u,-6%,u,6%,i,
Cn1cc(C(=O)N/N=C/c2cccc(O)c2)ccc1=O,-14%,-1%,-1%,1%,2.1%,VEEV TC-83 Vero 10K pilot screen=1.3
COc1ccccc1NS(=O)(=O)/C=C/c1ccccc1,-7%,0%,9%,0%,0.8%,
CCCc1nc([N+](=O)[O-])c(S(=O)(=O)c2ccccc2)n1CC(C)C,47%,-10%,10%,-11%,12%,
CC(=O)C1=C(C)N(Cc2ccccc2)C(=O)N[C@H]1CCc1ccccc1,15%,10%,-4%,-4%,0.4%,
COc1ccc(OCCOCC(O)CN2CCOCC2)cc1 (configuration not stated),12%,-19%,2%,10%,1.8%,
CN(C)/C=C1\C(=O)Nc2ccccc21,-12%,-8%,-8%,6%,1.6%,
Cc1cccc(NC(=O)c2ccc(NCC3CCCO3)c([N+](=O)[O-])c2)c1 (configuration not stated),12%,-6%,3%,-7%,2.0%,
CN1CCN(c2ccc([N+](=O)[O-])c(Sc3ccccn3)c2)CC1,-4%,3%,3%,9%,i,
CCN1C(=O)/C(=C2/C=Cc3ccccc3N2C)OC1=S,12%,21%,-1%,-10%,1.0%,
Cc1oc(-c2cccc(C(F)(F)F)c2)nc1CN1CCN(c2ccccn2)CC1,21%,-1%,63%,5%,i,
CCOC(=O)C(=O)Nc1ccc(S(=O)(=O)N2CCOCC2)cc1OC,7%,5%,-5%,4%,0.5%,
COc1cccc(CN2C(=NC(=O)C3CC3)SC3CS(=O)(=O)CC32)c1 (configuration not stated),-1%,-2%,1%,-1%,3.0%,
CCOc1ccc(S(=O)(=O)n2nc(C)cc2C)cc1,-1%,-6%,1%,-3%,0.1%,
C(=C\c1ccncc1)/c1ccccc1,13%,8%,-5%,11%,1.0%,
CCN(CC)c1nc(N2CCN(C)CC2)nc2ccccc12,6%,2%,-1%,-2%,0.5%,
CSc1nc(N(C)C)nc(N(C#N)CCOC(C)=O)n1,-17%,-18%,12%,4%,i,
N#CC1CN(C(c2ccccc2)c2ccccc2)C1,-4%,-3%,-5%,-2%,0.3%,
C=CCNC(=S)NNC(=O)c1cccc(Br)c1,2%,-4%,8%,2%,1.2%,
COc1ccc(C2=NN(C(=O)/C=C/c3ccccc3)C(c3ccccc3)C2)c(OC(C)=O)c1 (configuration not stated),43%,5%,64%,-2%,7.0%,
Cc1ccc(-c2nnn(CC(=O)N(CC(=O)NC3CCCC3)c3ccc(F)cc3)n2)o1,11%,-10%,4%,-5%,0.6%,
CCc1ccc(C(C(=O)NCc2ccccc2)N(C(=O)c2csnn2)C2CC2)cc1 (configuration not stated),7%,9%,14%,1%,i,
Cc1c(C)n(CC(O)CN2C(=O)c3ccccc3S2(=O)=O)c2ccccc12 (configuration not stated),16%,5%,-1%,-4%,0.4%,
Cc1ccc(/C=N/n2c(-c3ccco3)n[nH]c2=S)cc1,-12%,-17%,-2%,-2%,4.7%,
COc1ccc2sc(-c3ccc(SC)cc3)c(C#CC(C)(C)O)c2c1,62%,7%,32%,x,0.9%,
CCCCSc1nc2c(c(C(F)(F)F)c1C#N)CCC2,-7%,-10%,2%,-9%,1.2%,
CC(=O)Nc1cccc(C(=O)/C=C/c2ccco2)c1,3%,1%,-17%,-6%,4.7%,
CCN(CC)CCNC(=O)/C(=N\O)c1ccccn1,-10%,30%,-2%,3%,i,
C=CCN(C(=O)c1cc(C)cc(C)c1)C1(C(=O)Nc2ccccc2)CCN(C(C)C)CC1,4%,-4%,0%,-12%,2.6%,
c1coc(-c2nnc(SCc3nc4ccccc4[nH]3)o2)c1,54%,3%,-5%,-2%,1.0%,
O=C(Cc1cccs1)Nc1nnc(SCc2ccc(Br)cc2)s1,-23%,-3%,-2%,2%,1.1%,
CCc1ccccc1NC1=CC(=O)CC(C)(C)C1,-26%,0%,-9%,5%,0.3%,
